# Assay outcomes as filed in PubChem BioAssay.
# RGS7-Gao reg – regulators of human RGS7-Galphao interaction | Multiplexed bead flow cytometry, RGS7-Galphao binding; actives lie on both sides | binding response (% of control), % at 10 µM | hit rate 0.35% among 220,000 | P09471; in the data active = binding response below about 49% or above about 150%; inconclusive = no clear call, values can overlap the other calls; inactive = in between;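 note: fluorescent Galphao held in activated GDP-AlF4 state binding bead-coupled RGS7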
# Target sequence (P09471 whole entry, looked up): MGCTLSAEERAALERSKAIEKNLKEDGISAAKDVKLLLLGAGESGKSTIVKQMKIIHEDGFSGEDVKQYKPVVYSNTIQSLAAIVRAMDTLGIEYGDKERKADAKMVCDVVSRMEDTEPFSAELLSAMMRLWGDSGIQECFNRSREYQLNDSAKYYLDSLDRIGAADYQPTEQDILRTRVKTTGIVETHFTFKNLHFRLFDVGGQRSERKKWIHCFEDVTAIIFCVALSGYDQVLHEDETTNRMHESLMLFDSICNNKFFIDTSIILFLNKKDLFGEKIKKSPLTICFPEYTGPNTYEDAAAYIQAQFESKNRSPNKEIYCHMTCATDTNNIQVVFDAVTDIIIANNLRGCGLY
# Avidin bead fluor – avidin bead compound fluorescence profile; Avidin beads, compound fluorescence 488/530 nm, flow cytometry; active compounds read high; fluorescence (KMESF) at 10 µM; hit rate 0.38% among 220,000; AID 1775; in the data active = fluorescence above about 47; note: inactives centre near 10
# ABCG2 inh – human ABCG2 inhibition, ABCB1 as counter-screen; Q9UNQ0; IgMXP3 cells, JC-1 efflux, flow cytometry; inhibition, % at 6.6 µM; hit rate 0.1% among 190,000;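 active = inhibition above 80%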;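 note: 0% = DMSO and 100% = nicardipine control wells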
#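 Read-out basis: Efflux inhibition in percent versus controls | Test system: ABCG2 IgMXP3 and barcoded ABCB1 CCRF-Adr cell mix | Quantity: 3 million cells/mL in well | Schedule: 10 min at 25 °C | Control set: Nicardipine as high control, DMSO as low control | Reagent: JC-1 as fluorescent efflux pump substrate | Signal: Flow cytometry of retained JC-1 fluorescence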
# GSH bead fluor – compound fluoresces at 488/530 nm on GSH beads; GSH beads flow cytometry, compound fluorescence 488/530 nm; active compounds read high; fluorescence (KMESF) at 10 µM; hit rate 0.25% among 190,000; in the data active = fluorescence above about 89;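 note: glutathione beads carrying GST-tagged Bcl family fusion proteins plus one bare bead set; values are compound well signal with DMSO vehicle wells as background; inactives centre near 16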
# RGS4-Gao reg – modulates binding of RGS4 to human Galphao; P09471; Multiplexed bead flow cytometry; actives lie on both sides; binding response (% of control), % at 10 µM; hit rate 0.33% among 220,000; AID 1415; in the data active = binding response below about 49% or above about 150%; inactive = in between;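 note: fluorescent Galphao activated with aluminum fluoride binding bead-coupled RGS4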
# Bcl-2 Bim block – inhibitors of Bim-Bcl-2 interaction, human | P10415 | Bead-based flow cytometry, Bim peptide-Bcl-2 binding | inhibition, % at 10 µM | hit rate 0.06% among 190,000; in the data active = inhibition above about 40%; inconclusive = no clear call, values can overlap the other calls;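 note: 0% = no compound wells with probe peptide and 100% = reference peptide inhibitor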
# Bcl-W Bim block – inhibitors of Bim-Bcl-W interaction, human; hit rate 0.02% among 190,000; Q92843; inhibition, % at 10 µM; AID 952; bead-based flow cytometry, Bim peptide-Bcl-W binding;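 note: 0% = bound tracer without compound and 100% = peptide blocker; higher means less fluorescent Bim peptide bound to Bcl-W beads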
# Target sequence (Q92843 whole entry, looked up): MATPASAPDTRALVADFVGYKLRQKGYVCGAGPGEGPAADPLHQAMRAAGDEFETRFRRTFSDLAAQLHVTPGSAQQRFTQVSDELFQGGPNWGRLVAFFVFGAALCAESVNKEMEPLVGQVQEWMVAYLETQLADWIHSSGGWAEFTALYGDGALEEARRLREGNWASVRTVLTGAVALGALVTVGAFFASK
# Bcl-XL Bim block – disrupts Bim peptide binding to human Bcl-XL; bead flow cytometry, fluorescence; hit rate 0.04% among 190,000; inhibition, % at 10 µM
# Target sequence (Q07817 whole entry, looked up): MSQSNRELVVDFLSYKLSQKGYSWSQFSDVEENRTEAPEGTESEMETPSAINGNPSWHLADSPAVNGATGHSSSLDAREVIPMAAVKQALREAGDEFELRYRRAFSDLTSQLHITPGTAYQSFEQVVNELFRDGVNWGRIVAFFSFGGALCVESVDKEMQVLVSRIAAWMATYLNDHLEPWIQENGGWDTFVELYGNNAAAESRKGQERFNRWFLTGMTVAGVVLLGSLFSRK
# Bcl-B Bim block – inhibitors of Bim-Bcl-B interaction, human; AID 951; inhibition, % at 10 µM; Q9HD36; bead-based flow cytometry, Bim peptide-Bcl-B binding; hit rate 0.073% among 190,000;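 note: 0% = tracer peptide without compound and 100% = reference inhibitor peptide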
# Target sequence (Q9HD36 whole entry, looked up): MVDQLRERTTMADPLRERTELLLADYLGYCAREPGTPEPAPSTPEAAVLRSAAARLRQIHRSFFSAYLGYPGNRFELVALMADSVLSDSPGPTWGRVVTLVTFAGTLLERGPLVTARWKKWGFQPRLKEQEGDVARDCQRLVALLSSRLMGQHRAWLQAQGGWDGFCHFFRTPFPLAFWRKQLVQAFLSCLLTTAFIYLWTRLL
# Bim-Bfl-1 – human Bim-Bfl-1 interaction inhibition. Q16548. Bead-based flow cytometry, Bim-Bfl-1 binding inhibition. inhibition, % at 10 µM. hit rate 0.12% among 190,000;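 note: 0% = wells without compound plus tracer and 100% = blocker peptide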
# ABCB1 block – blocks JC-1 efflux by human ABCB1 transporter; hit rate 0.067% among 190,000; inhibition, % at 6.6 µM; CCRF-Adr cells, flow cytometry; AID 1326; P08183; in the data active = inhibition above about 40%;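 note: 0% = vehicle and 100% = reference inhibitor; higher value means more JC-1 retained so stronger ABCB1 efflux block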
# Numbers without * were called inactive; ? = inconclusive. Cut-off read from the data, not from the text of the source, unless noted: active = inhibition above about 40%.
SMILES,RGS7-Gao reg,Avidin bead fluor,ABCG2 inh,GSH bead fluor,RGS4-Gao reg,Bcl-2 Bim block,Bcl-W Bim block,Bcl-XL Bim block,Bcl-B Bim block,Bim-Bfl-1,ABCB1 block
Cc1ccc(/C=C/C(=O)NC2CCCCCCC2)o1,105.0,2,-5.9,7,97.5,4.0,-4.0,-3.0,-34.0,13.0,-0.7
CCOc1ccc(C2C(C(=O)/C=C/c3ccco3)=C(O)C(=O)N2CCN2CCOCC2)cc1OC (stereo unspecified),99.2,6,1.8,11,97.5,2.0,2.0,-1.0,-3.0,1.0,-0.1
COc1ccc(CCN2C(=O)CC(N3CCN(S(=O)(=O)c4ccccc4)CC3)C2=O)cc1 (stereo unspecified),99.6,9,1.4,11,98.5,-1.0,0.0,-2.0,0.0,0.0,0.8
Cc1cccc2sc(NC(=O)CSc3nc4ccccc4o3)nc12,101.6,13,1.1,17,96.1,0.0,-1.0,-1.0,-2.0,-1.0,-0.1
COc1ccc(N2CCN(Cc3nc(-c4ccc(Cl)cc4Cl)no3)CC2)cc1,101.0,7,0.0,22,100.2,-2.0,0.0,-1.0,-6.0,0.0,-0.4
CCOc1cc(CN2CCN(CCOCCO)CC2)ccc1OC,99.0,11,1.0,36,103.7,-4.0,2.0,-4.0,-4.0,-6.0,0.1
C=CCc1c(C)nc(C)nc1N/N=C/c1ccc(N(C)C)cc1,101.2,9,3.0,9,99.0,-6.0,1.0,-5.0,-4.0,-6.0,0.8
O=C(c1ccc(Cl)c(S(=O)(=O)N2CCCCCC2)c1)N1CCOCC1,100.2,9,0.7,15,100.8,-2.0,-2.0,-2.0,-3.0,-6.0,0.3
Cc1ccc(C(=O)CSc2ccc(-c3ccncc3)nn2)cc1,?,9,1.9,11,99.1,0.0,-2.0,-1.0,0.0,1.0,-0.8
COc1ccccc1Cn1c(SCC(N)=O)nc2c(oc3ccccc32)c1=O,100.3,12,4.9,23,98.6,0.0,-1.0,0.0,-1.0,-6.0,1.1
CCOC(=O)CN1CC23C=CC(O2)C(C(=O)O)C3C1=O (stereo unspecified),104.3,6,0.8,20,102.9,-4.0,1.0,-1.0,-2.0,-10.0,0.3
O=C(NC(Cc1ccccc1)C(=O)NC(Cc1ccccc1)C(=O)O)c1ccccc1 (stereo unspecified),104.4,13,0.2,18,99.3,0.0,5.0,3.0,3.0,-4.0,-0.1
O=C(N/N=C/c1cccs1)c1cc(C2CC2)nc2ccccc12,105.0,4,0.1,8,103.1,0.0,-2.0,-3.0,0.0,0.0,-0.2
COc1cccc(C2=NNC(=NCc3ccccc3)SC2)c1,102.8,36,-0.6,12,101.8,0.0,-6.0,-3.0,-8.0,-3.0,-0.2
Cc1nc(C(=O)Nc2cccc(Cl)c2Cl)nn1-c1cc(OC(C)C)c(Cl)cc1Cl,110.5,8,2.4,62,112.9,-5.0,-4.0,-2.0,-8.0,-9.0,0.3
Cc1cc(NS(=O)(=O)c2ccc(NC(=O)CSc3nc4sc(C)c(C)c4c(=O)[nH]3)cc2)no1,101.6,12,-3.4,10,99.2,5.0,1.0,-2.0,1.0,-2.0,-0.8
O=C(Nc1nnc(C2CC2)s1)c1cc(-c2ccccc2)nn1-c1ccccc1,102.0,4,12.2,40,103.9,1.0,3.0,-1.0,-1.0,4.0,0.8
Cn1ncc2c(Nc3cccc4ccccc34)ncnc21,102.7,6,0.9,60,101.6,-5.0,0.0,-17.0,-6.0,-11.0,0.4
c1ccc(-c2nc(-c3ccccn3)no2)cc1,95.7,4,0.0,16,96.7,-1.0,10.0,5.0,-1.0,3.0,-0.1
CNC(=O)c1sc(SC)cc1-c1ccc(Cl)cc1,95.4,3,1.3,18,98.2,-4.0,-3.0,0.0,-4.0,0.0,0.0
COc1ccc(NC(=O)CSc2nc3ccccc3c(=O)n2Cc2cccs2)c(OC)c1,100.2,7,13.6,9,97.8,-7.0,-7.0,-8.0,-20.0,-14.0,1.6
Cc1cc(C(=O)N/N=C/c2cccs2)n[nH]1,100.6,8,3.3,16,98.2,-2.0,0.0,0.0,0.0,-3.0,0.1
CCOc1ccc(S(=O)(=O)NCC2CCCO2)c2cccnc12 (stereo unspecified),106.9,11,0.1,13,106.8,1.0,0.0,2.0,0.0,2.0,0.1
COc1ccc(C(=O)N=c2sc3c(C)ccc(OC)c3n2C)cc1,95.0,3,-0.6,17,97.8,3.0,2.0,5.0,1.0,1.0,0.2
O=C(CCNc1ccc(F)c(Cl)c1)c1ccco1,104.6,21,8.6,10,102.2,0.0,1.0,-1.0,0.0,-2.0,1.0
CCOc1ccc2c(C)c(C)c(=O)oc2c1OCC,100.3,17,7.0,13,102.5,-1.0,-2.0,0.0,1.0,-2.0,1.1
CC1=C(C(=O)Nc2cc(-c3cccc(F)c3)[nH]n2)C2(CCCCC2)OC1=O,101.8,8,2.0,14,100.0,-6.0,-2.0,-4.0,-5.0,-12.0,0.7
Cc1ccc(C)c(N2CCN(C(=O)CCS(=O)(=O)c3cccc4nonc34)CC2)c1,103.5,10,2.5,32,98.2,-7.0,-5.0,-13.0,-15.0,-15.0,1.0
COC(=O)Cc1cc(=O)n2[nH]c(C)c(-c3ccccc3)c2n1,125.6,31,3.7,53,138.2,-2.0,0.0,-4.0,-2.0,-3.0,1.2
C/C(=N\O)C(=O)NCc1ccccn1,105.9,11,1.5,14,108.3,-10.0,1.0,-5.0,-5.0,-11.0,0.4
CCc1ccccc1NC(=O)CN(C)Cc1nc(N)nc(Nc2ccccc2C)n1,97.9,15,2.0,4,97.8,-5.0,-1.0,-1.0,0.0,-3.0,1.1
CCOC(=O)c1cc(C(C)(C)C)oc1CNC(=O)c1c(C)oc2c1CCCC2,92.0,18,4.8,20,93.8,13.0,6.0,2.0,0.0,7.0,1.3
O=C(CCC(=O)NNc1nc2ccccc2c2nc(-c3ccccc3)nn12)NCCCN1CCCC1=O,?,9,3.3,18,97.0,-1.0,-1.0,-2.0,-6.0,-2.0,0.7
CCn1nc(C)c(/C=N/NC(=O)c2ccc3c(c2)c(C)c(C)n3Cc2ccccc2)c1C,94.5,4,0.3,13,95.5,-4.0,0.0,0.0,-8.0,-5.0,-0.3
COc1ccc(N2CCN(Cc3nc(N)nc(Nc4ccc(C)c(Cl)c4)n3)CC2)cc1,109.8,11,1.0,5,106.0,0.0,1.0,1.0,0.0,0.0,0.4
CN1CCN(NC(=S)Nc2ccc(Oc3ccccc3)cc2)CC1,100.8,9,6.3,17,99.2,-4.0,-2.0,-1.0,-7.0,-9.0,0.3
N#CC1=C(N)NC(SCC(=O)O)=C(C#N)C12CCCC2,105.7,38,0.3,22,109.5,-2.0,1.0,1.0,-1.0,-1.0,0.0
COc1cccc(-n2nnnc2SCC(=O)NCc2ccco2)c1,97.6,21,0.3,16,98.5,-2.0,-1.0,0.0,-3.0,-2.0,0.1
CCCCCc1nnc(NC(=O)Cc2ccc([N+](=O)[O-])cc2)s1,111.4,9,2.9,18,105.2,-1.0,0.0,-4.0,-7.0,-4.0,0.6
CCCCN1C(=O)C(NC(=O)CC(C)C)(C(F)(F)F)C2=C1CC(C)(C)CC2=O (stereo unspecified),100.5,10,1.0,12,102.0,1.0,-4.0,-1.0,-2.0,0.0,0.6
O=C(N/N=C/c1cccc(C(F)(F)F)c1)c1ccccc1O,?,9,0.4,15,101.2,-1.0,2.0,-3.0,-1.0,-3.0,-0.1
O=C(COc1ccc(Br)cc1)N/N=C1/SCC(=O)N1Cc1ccco1,98.6,12,7.1,20,96.4,3.0,-1.0,2.0,4.0,4.0,0.3
Cc1ccc(NC2SC(=O)N(Cc3cccc(C(=O)O)c3)C2=O)cc1 (stereo unspecified),99.5,12,5.0,35,101.8,-6.0,-2.0,-5.0,-6.0,-15.0,0.9
Cc1ccc(Nc2nc(-c3c(C)nc4ccccn34)cs2)cc1,100.6,15,27.2,22,101.2,-12.0,0.0,-8.0,-6.0,-10.0,-1.0
Cc1ccc(-n2nnnc2-c2cnn(-c3cccc(F)c3)c2C(F)(F)F)cc1,105.2,9,7.9,17,106.5,4.0,-2.0,-1.0,0.0,2.0,1.3
Cc1ccccc1-c1nc2sc3c(c2c(=O)n1N)CCCC3,99.1,11,0.8,12,101.9,-2.0,3.0,-2.0,0.0,-13.0,0.1
Cc1noc(C)c1C(=O)Nc1ccccn1,101.0,9,1.3,18,101.2,-11.0,1.0,-7.0,-6.0,-13.0,-0.1
C1CCN(c2nc3nonc3nc2N2CCCC2)C1,91.6,11,0.8,26,92.9,0.0,-3.0,-2.0,-3.0,-2.0,0.4
CCOC(=O)C1CCCN(C(=O)c2cn(CC)c3ccc(S(=O)(=O)N(C)C)cc3c2=O)C1 (stereo unspecified),97.7,6,0.1,25,96.9,-12.0,0.0,-6.0,-8.0,-9.0,0.1
C=CCc1ccc(OCCCCN2CCC(C)CC2)c(OC)c1,97.6,22,3.2,11,98.4,-12.0,-7.0,-9.0,-10.0,-7.0,0.5
# The listing continues:
SMILES,RGS7-Gao reg,Avidin bead fluor,ABCG2 inh,GSH bead fluor,RGS4-Gao reg,Bcl-2 Bim block,Bcl-W Bim block,Bcl-XL Bim block,Bcl-B Bim block,Bim-Bfl-1,ABCB1 block
CCOC(=O)c1ccc(NC(=S)NC(=O)c2nn(CC)cc2Br)cc1,95.9,7,-5.7,11,94.9,-9.0,-3.0,-4.0,-9.0,-14.0,-0.9
COc1ccc(N2C(=O)C(CC(=O)Nc3ccccc3)N(Cc3cccs3)C2=O)cc1 (stereo unspecified),97.9,6,1.9,18,96.7,-6.0,-5.0,-2.0,-7.0,-7.0,1.5
COc1ccccc1NC(=O)c1c(N=Cc2ccccc2O)cnn1C,100.8,11,5.8,21,105.0,3.0,1.0,-1.0,4.0,0.0,0.7
O=C(Nc1cccc(Cl)c1Cl)c1ccc(-c2ccccc2)cc1,98.1,21,13.0,34,101.9,-8.0,-2.0,-8.0,-7.0,-17.0,-0.2
C1=Nc2c(NCc3ccccc3)ncnc2Oc2ccccc21,102.9,11,2.0,55,98.6,-8.0,1.0,6.0,-8.0,-13.0,0.3
CC(NCc1ccccc1)C1COc2ccccc2O1 (stereo unspecified),100.8,10,1.2,31,101.4,-13.0,0.0,-11.0,-9.0,-15.0,0.7
Cc1ccc(N2CC(C(=O)NCCCn3ccnc3)CC2=O)cc1 (stereo unspecified),98.1,10,-0.5,21,95.3,-3.0,-2.0,0.0,-2.0,0.0,-0.4
COc1ccc(Cn2nnnc2C(c2ccc(C)cc2)N2CCN(C3CCCC3)CC2)cc1 (stereo unspecified),98.5,6,0.0,63,97.8,-4.0,-4.0,0.0,-4.0,-2.0,1.6
COc1cccc(CNC(=O)C2CCN(S(=O)(=O)N3CCCC3)CC2)c1,106.0,12,0.5,24,104.5,-8.0,0.0,0.0,-10.0,-12.0,0.2
